Compound activity as filed in PubChem.
LEDGF integ inh = blocks HIV-1 LEDGF/p75-dependent DNA integration | TR-FRET IN-LEDGF/p75 DNA integration, Eu/Cy5 | inhibition, % at 3.7 µM | hit rate 0.64% among 370,000 | AID 743269;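 active = inhibition above the screen-wide mean plus 3 SD, cut at about 13% in these data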;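 note: signal is the Cy5 over europium emission ratio at 671 and 618 nm; 0% = plate median of compound wells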
rCAG binder = binds r(CAG) RNA repeats. r(CAG) RNA repeat, TO-PRO-1 dye displacement fluorescence. inhibition, % at 3 µM. hit rate 1.3% among 370,000. AID 651821;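 active = inhibition above the plate cutoff, the mean of all test compounds on that plate plus 3 SD, cut at about 35% in these data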;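 note: 0% = DMSO alone and 100% = 100 µM mitoxantrone as full dye displacement; higher means more dye released from RNA so lower well fluorescence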
HTRA1 inh = HTRA1 (human) protease inhibition; hit rate 0.5% among 340,000; recombinant HTRA1, FP-rhodamine activity-based probe, fluorescence polarization; AID 504803; inhibition, % at 5.96 µM; in the data active = inhibition above about 36%;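 note: 0% = enzyme with DMSO and 100% = wells lacking enzyme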
TDP2 absorb = blocks human TDP2 phosphodiesterase activity; recombinant TDP2, T5PNP hydrolysis, p-nitrophenol absorbance 415 nm; inhibition, % at 12.8 µM; hit rate 0.34% among 370,000; O95551;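 active = inhibition above the mean of all tested compounds plus 3 SD, set per campaign, cut at about 25% in these data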;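 note: 0% = DMSO with enzyme and 100% = buffer with substrate but no TDP2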
Target sequence (O95551 whole entry, looked up): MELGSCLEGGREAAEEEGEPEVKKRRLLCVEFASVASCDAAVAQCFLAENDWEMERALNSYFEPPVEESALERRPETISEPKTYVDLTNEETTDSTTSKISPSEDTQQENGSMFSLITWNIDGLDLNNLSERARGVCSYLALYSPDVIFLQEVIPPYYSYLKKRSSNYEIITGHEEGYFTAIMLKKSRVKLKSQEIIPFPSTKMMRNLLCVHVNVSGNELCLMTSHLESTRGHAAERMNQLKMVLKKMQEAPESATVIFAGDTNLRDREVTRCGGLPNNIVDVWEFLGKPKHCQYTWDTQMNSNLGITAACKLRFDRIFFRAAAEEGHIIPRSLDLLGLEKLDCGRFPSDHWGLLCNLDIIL
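Assay system: recombinant human TDP2 / Reagent: T5PNP substrate at 5 mM, a TopII-DNA adduct mimic / Measured by: epi absorbance from released p-nitrophenol / Evaluation: % inhibition relative to enzyme-containing and enzyme-free wells / Control set: enzyme-free and DMSO wells / Replicates: each compound tested once, singlicate / Schedule: enzyme reaction with compound for 2 h at 37 °C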
NR1D1 modulator = modulates human Rev-erb alpha binding to DNA; P20393; AID 1259318; hit rate 0.79% among 370,000; activity, % at 10 µM; Rev-erbα–FITC-DNA binding, fluorescence polarization, 90 min;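 active = activity above about 14%, limit read from the data; passing the limit was not always enough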;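 note: 0% = DMSO wells with 35 nM protein and 100% = DMSO wells with 750 nM protein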
SIAE primary = blocks human sialic acid acetylesterase. SIAE FP-Rh probe binding, fluorescence polarization. inhibition, % at 9.66 µM. hit rate 0.69% among 370,000. AID 1053197;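 active = inhibition above a cutoff: mean of compounds within the control limits plus 3 SD of those, cut at about 17% in these data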;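 note: 0% = plate median of compound wells and 100% = probe without SIAE protein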
mABHD4 FP = inhibitors of mouse ABHD4; purified mABHD4, FP-Rh probe fluorescence polarization; inhibition, % at 8.92 µM; hit rate 0.54% among 370,000; AID 720543;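 active = inhibition exceeding the mean over every tested compound plus 3 SD, cut at about 30% in these data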;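 note: 0% = plate median of compound wells and 100% = S159A mutant with DMSO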
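Assay system: wild-type mouse ABHD4 protein; compound: single nominal dose of 8.92 µM, 0.89% DMSO final; schedule: 45 min + 60 min at 25 °C; measured by: FP readout, ex 525 nm / em 598 nm; evaluation: % inhibition of FP-Rh probe binding versus controls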
PG9 Ab binder = PG9 antibody binding by small molecule | inhibition, % at 6.7 µM | AID 624416 | hit rate 0.43% among 360,000 | TR-FRET gp120-PG9 antibody binding; in the data active = inhibition above about 8.5%
TCR-CD3 inh = human TCR-CD3 binding inhibition | hit rate 0.37% among 360,000 | TAMRA-labeled TCR probe fluorescence, biochemical | inhibition, % at 9.4 µM; in the data active = inhibition above about 19%;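 note: recombinant mutant TCR 2C K166C tagged with TAMRA read by polarization; 0% = receptor in buffer alone and 100% = receptor with positive control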
PRMT1 inh = PRMT1 (human) inhibition, primary screen. Q99873. recombinant PRMT1, activity-based probe fluorescence polarization. inhibition, % at 2.79 µM. hit rate 1.3% among 370,000. AID 652257;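 active = inhibition above about 21% made by adding two undisclosed values, limit read from the data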
Target sequence (Q99873 whole entry, looked up): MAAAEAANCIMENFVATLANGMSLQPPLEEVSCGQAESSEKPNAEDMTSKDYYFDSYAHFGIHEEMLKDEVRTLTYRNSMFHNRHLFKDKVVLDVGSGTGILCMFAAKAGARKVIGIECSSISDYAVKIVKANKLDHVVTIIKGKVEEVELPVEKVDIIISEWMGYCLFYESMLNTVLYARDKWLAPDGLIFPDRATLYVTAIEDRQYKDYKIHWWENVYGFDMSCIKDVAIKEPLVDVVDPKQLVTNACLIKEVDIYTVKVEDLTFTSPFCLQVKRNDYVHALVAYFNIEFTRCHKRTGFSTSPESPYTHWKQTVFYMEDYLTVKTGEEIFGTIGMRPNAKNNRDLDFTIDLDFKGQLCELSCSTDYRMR
Numbers without * were called inactive; . = not tested or not shown.

SMILES	LEDGF integ inh	rCAG binder	HTRA1 inh	TDP2 absorb	NR1D1 modulator	SIAE primary	mABHD4 FP	PG9 Ab binder	TCR-CD3 inh	PRMT1 inh
CCOc1ccc(C(=O)NC2CCN(C(=O)N3CCCC3)CC2)cc1	1	-6	3	-5	3	-2	0	2.3	8	-2
CCCN1c2cccc3cccc(c23)S1(=O)=O	2	-4	-5	3	-1	2	13	0.0	-1	-1
CCC(C)N(C(=O)COC(=O)CN=C1NS(=O)(=O)c2ccccc21)C1CCS(=O)(=O)C1 (stereo not given)	-7	1	-2	3	2	1	8	-0.2	-10	3
COc1cccc(NC2c3ccccc3C(=O)N2Cc2ccco2)c1 (stereo not given)	0	8	-7	-1	-3	3	2	0.8	6	2
Cc1cccn2c(=O)c(C(=O)NCCCN3CCCCC3C)c(O)nc12 (stereo not given)	1	2	4	-6	-6	4	10	-2.8	4	-3
CC(C)c1ccc(NC(=O)N(CCc2nc3ccccc3[nH]2)C2CCCC2)cc1	3	0	-24	8	5	-3	-4	1.9	1	-2
Cc1ccc(NNC(=O)CCc2ccccc2)c(C)c1	-6	-4	-3	-3	-3	5	-2	0.9	-6	6
Cc1cc(C)c2c(C)[nH]nc2n1	-4	-5	.	3	-1	-7	-4	-1.1	-6	4
COc1ccc(N2C(=O)CC(NCc3cccc(F)c3)C2=O)cc1 (stereo not given)	-3	1	5	-7	7	5	7	0.2	2	55*
CCCNC(=O)C1(C)CCN(C(=O)c2cc(C)nn2C(C)(C)C)C1 (stereo not given)	1	-2	.	-2	-2	-4	-2	-0.2	-4	5
Cc1ccc2nc(SCC(=O)Nc3ccc(Br)cc3)nc(=O)n2c1	2	6	-4	-24	0	-17	-12	-1.2	2	-4
CC(=O)c1cccc(NC(=O)Nc2ccccc2)c1	3	-2	-2	0	4	3	-5	-0.5	4	0
COc1ccccc1C/C(N)=N/OC(=O)c1cccc([N+](=O)[O-])c1C	-3	-1	0	10	-3	7	-8	0.5	3	-2
Cn1cc(S(=O)(=O)NC2CCCC2)c(=O)n(C)c1=O	1	1	6	-3	-5	-5	-5	-0.1	-2	-2
O=C(Nc1cccc(S(=O)(=O)N2CCOCC2)c1)c1cnccn1	2	-1	-16	12	4	-1	-1	0.7	1	-1
CCS(=O)(=O)N1CCN(c2ccc([N+](=O)[O-])c(NCC3CCCO3)c2)CC1 (stereo not given)	3	-6	-1	-4	7	2	-2	-3.4	6	-1
Cc1ccc(S(=O)(=O)NC(=O)COc2ccc([N+](=O)[O-])cc2)cc1	2	2	2	6	-1	1	-1	-0.3	0	-1
Fc1ccc(-c2[nH]ncc2CN(CC2CCC2)CC2CCCO2)c(F)c1 (stereo not given)	4	-10	-1	3	2	4	2	0.9	-1	-6
CCOC(=O)C1=NN(c2ccc(C)cc2)C2(S1)SC(C(C)=O)=C(C)N2c1ccccc1 (stereo not given)	-2	-1	12	0	2	2	7	0.7	-4	0
O=C(O)c1nn(CC(=O)N(C2CCCCC2)C2CCCCC2)c(=O)c2ccccc12	-6	-3	-2	16	15	-6	4	0.9	-6	6
CC1CCN(S(=O)(=O)c2ccc(C(=O)NC3CCS(=O)(=O)C3)cc2)CC1 (stereo not given)	3	1	7	3	-6	-2	-2	0.0	-1	0
C=CCn1c(SCC(=O)Nc2ccccc2OCC)nnc1-c1ccc(C(C)(C)C)cc1	1	0	.	-6	-11	-2	-8	.	.	1
COc1ccc(-c2nnc(SCc3csc(N)n3)n2C)cc1	3	1	1	3	-2	-1	1	-1.2	6	-2
Cc1cc(C)cc(OCC(=O)NC2CCCc3ccccc32)c1 (stereo not given)	0	-5	-21	3	-2	-1	-1	-1.3	-7	-5
Cc1[nH]c2ccccc2c1C(=O)C(C)OC(=O)C1CCC1 (stereo not given)	-5	-2	-5	-3	7	-1	2	-1.0	-1	0

Later entries
SMILES	LEDGF integ inh	rCAG binder	HTRA1 inh	TDP2 absorb	NR1D1 modulator	SIAE primary	mABHD4 FP	PG9 Ab binder	TCR-CD3 inh	PRMT1 inh
O=c1cc([O-])[n+]2c3n1CCCN3CCC2	5	2	-4	-11	2	-5	-10	-0.8	2	-5
CC1=CC(=O)CC(C)(C)C1(O)/C=C/C(C)=C/C(=O)O (stereo not given)	-2	0	0	7	0	4	-1	-1.4	-5	0
CC(=O)N1CCN(S(=O)(=O)c2cccc(C(=O)Nc3ccccc3N3CCCC3)c2)CC1	3	3	-1	2	0	-2	-2	-2.8	-2	-1
O=[N+]([O-])c1ccc(N2CCCCC2)cc1SCCO	-2	-4	-4	-14	3	3	1	0.2	0	0
Cc1ccc(S/C(=N\S(=O)(=O)c2ccc(Cl)cc2)c2ccccc2)cc1	1	1	-3	11	-2	-1	7	-2.8	-3	8
CC(=O)/C(N=Nc1ccc2c(c1)OCO2)=C(\C)O	2	-2	2	4	8	2	0	1.4	-1	0
COc1ccc(Cn2c(-c3ccco3)nc3c(c(=O)c4ccccc4n3C)c2=O)cc1	-2	22	-5	-3	-22	-5	-17	4.1	-8	6
Cc1ccccc1Nc1c(-c2ccccc2)nc2ncccn12	0	-1	0	-12	-7	3	-3	-1.0	2	-2
CCOc1ncccc1C(=O)NCCCSc1ccccc1	2	-9	-2	-7	3	8	-5	1.1	-1	-5
COCCCN(C(C)=O)c1nc(-c2ccccc2)cs1	-2	-3	-9	3	0	3	3	2.9	2	1
CCN1C(=O)/C(=C2/SC(C)=C(C)N2CC)SC1=S	-1	0	2	11	3	10	14	-9.1	7	1
CC(C)(C)c1cc(C(=O)N2CCN(c3ncccn3)CC2)ccn1	2	-4	0	-11	1	6	2	0.5	5	1
O=C1N(CCCCN2C(=O)C3(OCCO3)c3ccccc32)c2ccccc2C12OCCO2	7	-6	-9	0	0	12	2	0.2	-4	-1
COc1ccc(CCn2c(N)c(S(=O)(=O)c3cccs3)c3nc4ccccc4nc32)cc1OC	-2	10	-10	-8	0	-4	-4	-0.8	-2	1
CN(C)S(=O)(=O)Oc1cccc(C(=O)Nc2ccc(Cl)c(Cl)c2)c1	-2	11	-85	-3	9	-103	-96	0.2	1	3
CCn1c(SCC(=O)Nc2nnc(C)s2)nnc1C(C)NC(=O)c1ccccc1 (stereo not given)	3	2	8	-1	0	-1	4	-1.4	2	1
O=C(COc1ccc(Br)cc1F)NC1CCN(Cc2ccccc2)CC1	0	-1	-5	-2	-2	8	-6	0.7	4	-5
O=C(O)c1c2c(nc3ccccc13)/C(=C/c1ccccc1[N+](=O)[O-])CCC2	2	7	0	3	2	9	7	-2.5	1	-2
COc1cc(C2/C(=C(\O)c3ccc4c(c3)OCCO4)C(=O)C(=O)N2Cc2ccco2)cc(OC)c1OC (stereo not given)	-3	6	9	10	2	9	18	-3.3	-4	3
COCC(=O)Nc1nnc(CCc2ccccc2)s1	0	-1	8	6	3	15	4	2.5	0	3
CN(C)CCSc1nnc2[nH]c3ccccc3c2n1	-3	1	0	4	-3	4	-2	-2.1	4	4
Cc1ccccc1-c1cc2nc(C)c(Cl)c(=O)n2[nH]1	-1	2	0	-14	1	0	-3	-0.6	-8	-2
Cc1c(N)cccc1Cl	0	1	-2	5	3	3	1	-1.5	-8	3
Cc1ccc(C(=O)N/C(=C\c2ccco2)C(=O)NC2CCS(=O)(=O)C2)cc1 (stereo not given)	-3	1	5	6	-5	3	2	0.1	-3	0
CC(Sc1n[nH]c(N)n1)C(=O)Nc1ccccc1-c1ccccc1 (stereo not given)	1	2	6	0	5	1	2	1.0	3	-5

Going on with the list:
SMILES	LEDGF integ inh	rCAG binder	HTRA1 inh	TDP2 absorb	NR1D1 modulator	SIAE primary	mABHD4 FP	PG9 Ab binder	TCR-CD3 inh	PRMT1 inh
CCOC(=O)c1ccc(NC(=O)CCc2nc(-c3ccccc3Cl)no2)cc1	-3	1	-41	-5	2	-10	-23	-1.1	4	-1
CCC(C)N(C(=O)COC(=O)c1ccccc1SCC(=O)N1CCCC1)C1CCS(=O)(=O)C1 (stereo not given)	0	-3	2	-6	6	-2	2	-0.4	-2	7
Cc1cccc(CNC(=O)c2sc(=O)n(Cc3ccc(S(C)(=O)=O)cc3)c2C)c1	3	0	.	5	-6	-1	-3	-2.3	4	-2
CCOC(=O)c1ccc(NC(=O)C(=O)NCc2ccc(/C=C(/C#N)C(=O)NCCOC)o2)cc1	1	3	4	-17	-5	-4	-5	-0.7	4	5
Cc1ccc(S(=O)(=O)O/N=C2/CCCc3occc32)cc1	1	0	2	15	-2	8	4	0.6	7	-3
COC(=O)Nc1sc2c(c1C(N)=O)CCC(C)C2 (stereo not given)	0	3	-3	5	1	6	2	-0.1	3	7
CC(=O)Oc1ccc(N2C(=O)[C@@H]3[C@H](C2=O)[C@H]2c4ccccc4C=NN2[C@@H]3C(C)=O)cc1	-5	1	6	6	0	4	9	-1.5	4	4
COc1ccc(S(=O)(=O)NC2CCCCCC2)cc1C(N)=O	0	-1	0	-9	-7	-5	-3	-2.2	6	-2
O=C(NCCO)/C(=C\c1cccs1)NC(=O)c1cccs1	0	-1	2	8	5	3	5	0.8	-6	-5
CCC(C)C(NC(=O)c1ccccc1NC(=O)c1ccco1)C(=O)NNC(=O)c1ccc(OC)cc1 (stereo not given)	-3	5	-21	-8	0	-6	-1	-2.4	-4	1
Nc1n[nH]c(-c2ccc(F)cc2)n1	-1	2	4	11	-7	-2	5	-1.7	-1	1
O=C(Cn1ccccc1=O)NCc1ccc(F)cc1	2	-1	0	-8	3	9	0	-1.1	-4	-1
CCOC(=O)COC(=O)c1ccc(O)cc1	2	0	-7	7	5	-1	-7	-0.1	0	-1
Cc1ccc(NC(=O)c2cc(=O)c3ccccc3o2)cc1	2	0	-4	19	2	-9	0	1.3	-5	0
C/C(=N/Oc1nc(C)cc(C)n1)c1ccc(F)cc1	1	-1	1	-1	-1	-1	-1	-0.1	2	1
O=C(NCC1CCOCC1)c1cccc2c(-c3cccnc3)coc12	-1	2	.	3	1	2	7	-1.1	-5	2
CCn1cc(C(=O)N2CCN(c3ccc(OC)cc3)CC2)c2cc(OC)c(OC)cc2c1=O	-1	-4	0	-5	-5	0	0	-2.1	-4	-2
O=C(CCCOc1ccc(Cl)cc1Cl)N1CCN(c2ccccn2)CC1	3	-3	-16	-5	-4	-2	-4	1.1	-7	-1
Cn1c2[n+](c3ccc(Cl)cc3c1=O)Cc1ccccc1-2	0	2	-3	3	7	1	4	-3.2	5	0

A portion of the library, so the mix of outcomes need not match the whole.
